Assay outcomes as filed in PubChem.
GLP1R ag: GLP-1 receptor (human) agonism; P43220; HEK293 GLP-1R CRE-luciferase, luminescence, 4-6 h; cells express a hypersensitive GLP-1R form; Potency, µM (doses to about 45.6 µM), inactives show at the top dose activation, actives largely listed as activators; 380,000 tested, 0.007% active; AID 624172; further: potency means the concentration at half of the fitted maximal effect; % of control where 0% means no effect
Target sequence (P43220 whole entry, looked up): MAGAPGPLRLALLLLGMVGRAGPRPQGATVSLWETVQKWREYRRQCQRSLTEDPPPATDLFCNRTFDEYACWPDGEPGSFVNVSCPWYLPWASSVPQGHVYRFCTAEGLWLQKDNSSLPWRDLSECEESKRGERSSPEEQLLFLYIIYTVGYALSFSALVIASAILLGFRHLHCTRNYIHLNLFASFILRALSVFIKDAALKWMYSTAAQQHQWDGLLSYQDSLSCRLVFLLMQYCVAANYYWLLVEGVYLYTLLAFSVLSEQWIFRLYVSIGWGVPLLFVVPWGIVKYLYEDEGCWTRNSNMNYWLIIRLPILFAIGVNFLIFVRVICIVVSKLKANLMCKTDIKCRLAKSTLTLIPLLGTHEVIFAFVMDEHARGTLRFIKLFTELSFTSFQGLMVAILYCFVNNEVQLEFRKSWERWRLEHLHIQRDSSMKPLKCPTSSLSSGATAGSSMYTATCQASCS
D3 antag: antagonists of human D3 dopamine receptor | D3R cells, DiscoveRx beta-arrestin luminescence, antagonist mode; stronger effect = lower value | 360,000 tested, 2.5% active | AID 652054 | max response, negative = inhibition, % | P35462; in the data active means max response below about -50%; inconclusive means no clear call, values can overlap the other calls; further: on the % scale 0 is the no-effect control and ±100 the full control effect; mostly tested at two doses, the higher about 12 µM
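Cells expressing the human receptor were seeded at 1500 cells/well, incubated overnight at 37 degrees C in 5% CO2, then exposed to library compounds with dopamine controls for 90 minutes at 37 degrees C before luminescent detection.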
FUS yeast rescue: FUS proteinopathy suppression in yeast | S. cerevisiae FUS-expressing, growth rescue, OD600, 24 h | Potency, µM (top dose mostly 76.6 µM), without a hit: at the highest dose growth rescue (activation), most hits filed as activators | 390,000 tested, 0.24% active | AID 1347120;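 further: potency means the concentration at half of the fitted maximal effect; plate controls were DMSO vehicle for no effect and reference control for full effect; nearly all actives have a fitted effect of over 55% in size; some results filed as inactive show a strong effect at the top dose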
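Absorbance at 600 nm, taken 24hr after compound addition, measured rescue of FUS-yeast growth at 30C. Induction used 2% galactose with seeding at OD 0.005. Controls: CP55940 from 92uM final, DMSO only.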
Akt phos inh: Akt phosphorylation inhibition; 360,000 tested, 0.32% active; activity change, % for hits at 50 µM; Neuro2A IGF-stimulated pAkt S473 HTRF, 20 min; stronger effect = lower value; in the data active means activity change below about -80%; inconclusive means mostly about -51% to -80%; further: on the % scale 0 is the no-effect control and ±100 the full control effect
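Neuro2A cells in DMEM with 0.5% FBS, overnight at 37 deg C, given compound at single 50 µM final, then IGF (6 nM final) for 20 min at 37 deg C. Lysed; phospho-Akt Ser473 by HTRF after 24 h, 665/615 ratio.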
Abeta yeast res: compounds reversing amyloid beta toxicity in yeast. yeast expressing A-beta42, growth rescue, OD600, 48 h; response scale: 0% DMSO, 100% iron-clioquinol control. Potency, µM (doses to about 46.1 µM), for inactives: at the top dose growth rescue, most hits filed as activators. 410,000 tested, 0.063% active; further: potency means the concentration at half of the fitted maximal effect; nearly all actives have a fitted effect of over 55% in size
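Growth rescue measured by 600 nm absorbance after 48 h yeast culture at 30 C with compound. Values normalized between DMSO and an equimolar ferric chloride plus clioquinol control.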
TDP-43 yeast inh: rescues yeast growth from TDP-43 toxicity; TDP-43 expressing yeast growth rescue, BacTiter-Glo, 24 h; Potency, µM (top dose mostly 46.1 µM), for inactives: top-dose growth rescue (activation), most hits filed as activators; 410,000 tested, 1.8% active; further: potency means the concentration at half of the fitted maximal effect; % of control where 0% means no effect; nearly all actives have a fitted effect of over 50% in size
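Galactose-induced TDP-43 yeast, OD600=0.02, compound pinned; 24 hr, 30 deg C; BacTiter-Glo luminescence for growth. Inhibitors of TDP-43 toxicity read as activators.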
aSyn yeast inh: inhibitors of alpha-synuclein toxicity in yeast; Yeast expressing alpha-synuclein, growth rescue, BacTiter-Glo, 24 h; Potency, µM (titrated, usually from 46.1 µM), for the others: at the highest dose growth rescue (activation), most hits filed as activators; 370,000 tested, 0.14% active; further: potency means the concentration at half of the fitted maximal effect; % of control where 0% means no effect; nearly all actives have a fitted effect of over 65% in size
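Screening used galactose-induced yeast with toxic alpha-synuclein levels, exposed to compound for 24 hr at 30 deg C. Cell growth, read with BacTiter-Glo luminescence, gave the measured signal.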
PTHR1 ag: PTHR1 (human) receptor agonism; Q03431; HEK293 GP2 PTHR1 cells, GloSensor cAMP luminescence, 1 h; Potency, µM (titrated, usually from 115 µM), for the others: at the highest dose activation, hits mostly activators; 410,000 tested, 0.075% active; further: potency means the concentration at half of the fitted maximal effect; nearly all actives have a fitted effect of over 55% in size; some results filed as inactive show a strong effect at the top dose; inactives centre near -15; many of its hits are not listed in these tables
Target sequence (Q03431 whole entry, looked up): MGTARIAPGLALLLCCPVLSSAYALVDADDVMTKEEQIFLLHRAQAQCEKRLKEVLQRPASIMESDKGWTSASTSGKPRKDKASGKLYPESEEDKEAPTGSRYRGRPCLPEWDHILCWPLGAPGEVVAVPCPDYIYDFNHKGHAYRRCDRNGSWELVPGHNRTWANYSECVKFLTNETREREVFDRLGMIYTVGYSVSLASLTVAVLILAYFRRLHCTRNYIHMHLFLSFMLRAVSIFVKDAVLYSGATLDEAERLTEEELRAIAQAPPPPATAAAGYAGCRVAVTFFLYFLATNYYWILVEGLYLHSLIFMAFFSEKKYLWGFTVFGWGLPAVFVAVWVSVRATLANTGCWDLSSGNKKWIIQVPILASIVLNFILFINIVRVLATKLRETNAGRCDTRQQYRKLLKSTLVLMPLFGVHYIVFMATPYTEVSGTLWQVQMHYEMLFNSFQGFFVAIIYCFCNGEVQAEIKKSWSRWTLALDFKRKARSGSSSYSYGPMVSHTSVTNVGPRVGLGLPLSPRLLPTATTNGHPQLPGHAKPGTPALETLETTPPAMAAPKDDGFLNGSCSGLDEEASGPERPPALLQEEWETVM
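HEK-293-derived GP2 cells expressing PTHR1 and a GloSensor cAMP reporter, 3,000/well, plated overnight, given luciferin plus IBMX (each 0.5 mM as added) for 1 h at 37 °C, then compound for 1 h at 37 °C. Luminescence was read after 15 min at room temperature.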
GLP-1R inv ag: acts as inverse agonist at human GLP-1 receptor. 410,000 tested, 1.6% active. HEK293 GLP-1R CRE-luciferase, luminescence, 24 h; GLP-1R form is constitutively active. AID 624417. Potency, µM (series often up to 38.3 µM), without a hit: at the top dose activity change, negative = inhibition, most hits filed as inhibitors. P43220; further: potency means the concentration at half of the fitted maximal effect; on the % scale 0 is the no-effect control and ±100 the full control effect; nearly all actives have a fitted effect of over 55% in size
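Inverse agonists were sought by their lowering of basal cAMP reporter luciferase output in HEK293 cells stably carrying constitutively active human GLP-1R, after 24 h compound treatment.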
Numbers without * were called inactive; i = inactive; ? = inconclusive; nt = no result given; [ ] = another dose, or the depositor's remark. Unless noted, the call rests on the fitted dose curve; in most records, active means well fitted curve in the direction sought with a large enough effect; inconclusive means small, poorly fitted or top-dose-only effect, or another doubt; inactive means no such curve, though single readings can be large; an effect the other way counts as inactive or inconclusive. Some of the compounds tested; count on the stated rates, not on these rows.

Fields – GLP1R ag, D3 antag, FUS yeast rescue, Akt phos inh, Abeta yeast res, TDP-43 yeast inh, aSyn yeast inh, PTHR1 ag, GLP-1R inv ag
Cn1c(=O)c2c(SCC(=O)N3CCCC3)nc(-c3ccccc3)nc2n(C)c1=O
→ -7%, 2, 3%, i, 6%, -13%, 1%, -3%, 29%
CCOc1ccccc1NC(=O)N1CCCC1C(=O)Nc1ccc(NC(C)=O)cc1 (stereo not given)
→ -4%, 0, 2%, i, -6%, 5%, -6%, -2%[57.5 µM], 1%
COC(=O)Nc1ccc2c(c1)N(C(=O)CCN1CCN3CCCC3C1)c1ccccc1S2 (stereo not given)
→ 0%, ?, 22%, i, 0%, 0%, -1%, -8%[57.5 µM], -25%
CCOC(=O)C1CCN(c2ncnc3c2nnn3Cc2ccccc2Cl)CC1
→ 22%, -21, 30%, i, -14%, 0%, -14%, i, ?
O=C(NCc1ccccc1Cl)c1cnc(N2CCOCC2)c2ccccc12
→ nt, nt, 22%, nt, 8%, 26%, nt, i, 4%
CCOc1ccc2nc(NC(=O)Nc3cccs3)sc2c1
→ 8%, 38, -11%, i, 25%, 0%, 2%, -76%[inhibitor], ?
CCOC(=O)c1cccc(NC(=O)CCCn2c(=O)c3cccn3c3cccnc32)c1
→ 0%, 2, 36%, i, -22%, 3%, -2%, i, 46%[activator]
C/C(=N\Nc1cc(N2CCOCC2)nc(C)n1)c1ccc(F)cc1
→ 8%, -5, -25%, i, 9%, 7%, -4%, i, ?
Cc1cc(OCC(=O)OCC(=O)N2CC(C)CC(C)C2)ccc1Cl (stereo not given)
→ -2%, 5, 4%, i, 16%, -5%, 2%, i, 3%
O=c1oc2ccccc2cc1-c1cn(-c2ccccc2)c(=S)[nH]1
→ -15%, -23, 8%, i, 10%, 29%, -1%, -35%[inhibitor], -69%

(further entries)
Fields – GLP1R ag, D3 antag, FUS yeast rescue, Akt phos inh, Abeta yeast res, TDP-43 yeast inh, aSyn yeast inh, PTHR1 ag, GLP-1R inv ag
CCN(C(=O)Cc1c(C(=O)O)n(CC)c2ccccc12)c1ccccc1C
→ 0%, -1, 9%, i, -8%, 25µM*, 2%, i, -26%
Cn1cccc1/C=C1\SC(=Nc2cccc(O)c2)NC1=O
→ 13%, 3, 11%, i, 17%, 14%, -2%, -76%[inhibitor], -21%
O=C(COC(=O)c1nc(Cl)ccc1Cl)Nc1ccc(Cl)cc1
→ -3%, 10, 10%, i, -14%, 16µM*, 0%, i, 0%
CC1=C(C(=O)N(C(C)C)C(C)C)CC(CC(=O)NCc2cccs2)C(=O)N1Cc1ccc(C(C)(C)C)cc1 (stereo not given)
→ -4%, -11, ?, i, -2%, 27%, 0%, -17%, ?
CCc1ccc(OCc2nnc(SCC(=O)NCC3CCCO3)n2C)cc1 (stereo not given)
→ 11%, 29, -15%, i, 4%, 10%, 1%, i, 29%
N#Cc1ccc(N2C(=O)[C@@H]3C(C(=O)C(c4ccccc4)c4ccccc4)=NN[C@@H]3C2=O)cc1
→ -6%, 0, ?, i, 22%, -15%, -2%, -25%, 15%
S=C(Nc1ccccc1)N1CCN(c2ccc(N3CCOCC3)nn2)CC1
→ 0%, 0, 3%, i, -2%, -15%, 5%, -14%, ?
O=C(N/N=C/c1cccs1)c1ccc(NC(=O)c2ccccc2Cl)cc1
→ 7%, -21, 29%, i, -5%, 19%, -4%, 8%, 14%
CC(C)Cn1nc(-c2ccccc2)c2ccccc2c1=O
→ 11%, 7, -6%, i, -8%, 2%, -6%, -10%, 4%
Cc1cc(C)cc(NS(=O)(=O)c2cc3c(cc2C)NC(=O)CO3)c1
→ nt, nt, -11%, nt, -7%, 0%[9.22 µM], nt, i, -23%

Following part:
| molecule | GLP1R ag | D3 antag | FUS yeast rescue | Akt phos inh | Abeta yeast res | TDP-43 yeast inh | aSyn yeast inh | PTHR1 ag | GLP-1R inv ag |
| --- | --- | --- | --- | --- | --- | --- | --- | --- | --- |
| CCOC(=O)c1c(/N=C/c2cccc([N+](=O)[O-])c2O)sc(C)c1C | -7% | -102* | nt | i | -22% | -39%[inhibitor] | 1% | i | 3% |
| O=C1CCCN1CCCNS(=O)(=O)c1ccc(Cl)c(C(=O)N2CCOCC2)c1 | 11% | -9 | 3% | i | 16% | -2% | -5% | 19% | 0% |
| CC1CCN(c2ccc(-c3cccc(NC(=O)c4ccco4)c3)nn2)CC1 | 13% | 1 | 37% | i | 5% | ? | 2% | -20% | 11µM* |
| Cc1ccc(N2C(=O)[C@@H]3C(C(=O)CN4C(=O)c5ccccc5C4=O)=NN[C@@H]3C2=O)c(C)c1 | -1% | -19 | 6% | i | 18% | 9% | 1% | 6% | 3% |
| CCCC(C(=O)NC1CCCC1)N(Cc1ccc2c(c1)OCO2)C(=O)c1snc(C(N)=O)c1N (stereo not given) | 2% | 12 | 20% | i | 29% | -16% | 4% | i | -5% |
| CN1C(=O)C2(SCC(=O)N2c2cccc(C(F)(F)F)c2)c2ccccc21 (stereo not given) | -4% | nt | 9% | nt | -23% | 11% | 7% | -4% | -3% |
| Cc1cc(=O)oc2cc(O)c(N=Nc3ccccc3)cc12 | -1% | 1 | 21% | i | -2% | -2% | 12% | i | 14% |
| CC(=O)Oc1ccc(C(=O)Cc2ccccn2)c(O)c1 | 11% | 17 | 6% | i | -8% | -18% | -12% | 0% | 6% |
| CCCCNC(=O)C(=O)Nc1ccc2c(c1)N(S(=O)(=O)c1cccs1)CCC2 | 26% | -9 | 19% | i | -3% | 8% | -10% | -17% | ? |
| Cc1ccccc1CS(=O)(=O)c1ccc(C(=O)N2CCC(C)CC2)cc1[N+](=O)[O-] | 1% | 3 | 5% | i | -14% | -1% | 8% | -11% | -11% |
| Cc1nn(-c2ccccc2)nc1CNS(C)(=O)=O | 4% | 1 | ? | i | 12% | 10% | 1% | i | 7% |
| CCOC(=O)c1cccc(NC(=O)N2CC(CC)Oc3ccccc32)c1 (stereo not given) | nt | nt | 10% | nt | 6% | 14% | nt | -16% | 5% |
| O=C1CC(=O)CC(c2ccccc2Cl)C1 | -11% | 6 | ? | i | -1% | 8% | 1% | i | -27% |
| Cn1cc(Cl)c(C(=O)Nc2nc3ccc([N+](=O)[O-])cc3s2)n1 | 0% | 10 | -14% | i | 7% | 17% | 0% | -57%[inhibitor] | 7% |
| COc1ccc(NC(=O)CN(C)C2CCCCC2)c([N+](=O)[O-])c1 | -3% | -18 | -9% | i | 2% | 8% | 0% | -7% | -10% |
| O=C(CSc1ccc(F)cc1)N1CCOCC1 | 7% | 4 | -28% | i | -5% | 11% | -3% | i | 4% |
| O=C(NCCc1ccccc1)C(=O)NCC1OCCN1S(=O)(=O)c1ccc([N+](=O)[O-])cc1 (stereo not given) | 4% | 10 | 5% | i | -5% | -20% | -3% | -13% | -9% |
| C[C@@H]1CN([C@@H](C)CO)C(=O)CCCn2cc(nn2)CO[C@H]1CN(C)S(=O)(=O)c1ccc(-n2cccn2)cc1 | 2% | -5 | -5% | i | -3% | 24% | 0% | i | 16% |
| CCn1c(SCC(=O)NC2CCCCC2)nnc1-c1cccnc1 | -14% | 30 | nt | i | 8% | 1% | 4% | i | -9% |
| CCOc1ccc(S(=O)(=O)Nc2nc3ccccc3nc2-n2ccc(=NC(=O)c3cccs3)cc2)cc1 | 4% | 20 | -23% | i | -18% | 4% | 7% | -8% | 1% |
| CN(C)CCCN(C(=O)CCc1ccccc1)c1nc2ccc(Br)cc2s1 | 10% | ? | 20% | i | 0% | -23% | 0% | 12% | 6.3µM* |
| CCc1ccc(C2c3[nH]c4ccccc4c3CCN2C(=O)c2cc(C)nn2C)cc1 (stereo not given) | -4% | -11 | 44% | i | ? | 8% | 4% | -24% | ? |
| O=C(CN1CCN(c2ccccc2)CC1)N1CCc2[nH]c3ccccc3c2C1 | -10% | ? | 18% | i | -6% | -9% | -1% | -19% | ? |
| COc1cc(OC)cc(C(=O)NNC(=O)c2cc(=O)[nH]c3ccccc23)c1 | -3% | -12 | -21% | i | 3% | 23% | 3% | i | 4% |

Some of these compounds in order of length of the SMILES, ascending.
| molecule | GLP1R ag | D3 antag | FUS yeast rescue | Akt phos inh | Abeta yeast res | TDP-43 yeast inh | aSyn yeast inh | PTHR1 ag | GLP-1R inv ag |
| --- | --- | --- | --- | --- | --- | --- | --- | --- | --- |
| CCn1c(SCC(=O)NC2CCCCC2)nnc1-c1cccnc1 | -14% | 30 | nt | i | 8% | 1% | 4% | i | -9% |
| CN(C)CCCN(C(=O)CCc1ccccc1)c1nc2ccc(Br)cc2s1 | 10% | ? | 20% | i | 0% | -23% | 0% | 12% | 6.3µM* |
| CC1CCN(c2ccc(-c3cccc(NC(=O)c4ccco4)c3)nn2)CC1 | 13% | 1 | 37% | i | 5% | ? | 2% | -20% | 11µM* |
| O=C(CN1CCN(c2ccccc2)CC1)N1CCc2[nH]c3ccccc3c2C1 | -10% | ? | 18% | i | -6% | -9% | -1% | -19% | ? |
| CN1C(=O)C2(SCC(=O)N2c2cccc(C(F)(F)F)c2)c2ccccc21 (stereo not given) | -4% | nt | 9% | nt | -23% | 11% | 7% | -4% | -3% |
| Cc1ccccc1CS(=O)(=O)c1ccc(C(=O)N2CCC(C)CC2)cc1[N+](=O)[O-] | 1% | 3 | 5% | i | -14% | -1% | 8% | -11% | -11% |
| CCCC(C(=O)NC1CCCC1)N(Cc1ccc2c(c1)OCO2)C(=O)c1snc(C(N)=O)c1N (stereo not given) | 2% | 12 | 20% | i | 29% | -16% | 4% | i | -5% |
| Cc1ccc(N2C(=O)[C@@H]3C(C(=O)CN4C(=O)c5ccccc5C4=O)=NN[C@@H]3C2=O)c(C)c1 | -1% | -19 | 6% | i | 18% | 9% | 1% | 6% | 3% |
